CHRM1 PAM = human M1 muscarinic receptor positive allosteric modulators, primary screen, CHO-K1 cells, Fluo-8 calcium fluorescence, 1536-well | CHO-K1 hM1, ACh EC20; 0% = ACh EC20, 100% = maximal ACh | activation, % at 3 µM | hit rate 0.088% among 360,000 | AID 588819, 2011; in the data active means activation above about 19%, passing the limit was not always enough
Target sequence (P11229 whole entry, looked up): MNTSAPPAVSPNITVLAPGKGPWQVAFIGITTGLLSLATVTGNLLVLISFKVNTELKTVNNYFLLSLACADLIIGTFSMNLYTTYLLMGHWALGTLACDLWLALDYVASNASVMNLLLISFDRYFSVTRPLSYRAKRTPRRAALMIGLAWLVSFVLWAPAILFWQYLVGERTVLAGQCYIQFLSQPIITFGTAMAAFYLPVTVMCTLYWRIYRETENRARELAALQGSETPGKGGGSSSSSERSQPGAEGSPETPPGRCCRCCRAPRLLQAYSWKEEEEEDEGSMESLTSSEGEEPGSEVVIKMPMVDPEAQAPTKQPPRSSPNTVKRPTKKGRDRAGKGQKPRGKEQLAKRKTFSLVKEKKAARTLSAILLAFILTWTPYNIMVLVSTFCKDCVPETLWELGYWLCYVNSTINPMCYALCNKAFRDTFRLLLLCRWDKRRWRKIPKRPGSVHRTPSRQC
CRFBP-R2 block = antagonists of CRF-BP/CRF-R2 complex, primary screen, cell-based, HEK293, calcium dye fluorescence, uHTS | CRF-induced calcium fluorescence | inhibition, % at 11.8 µM | hit rate 0.59% among 350,000 | AID 588475, 2011;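 active means inhibition of the ligand-induced calcium signal above about 50% at the single tested concentration, limit read from the data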
M5 PAM = human M5 muscarinic receptor positive allosteric modulators, primary screen, CHO-K1 cells, Fluo-8 calcium fluorescence; Muscarinic acetylcholine receptor M5 (Homo sapiens), P08912; CHO-K1 hM5, ACh EC20 PAM; 0% = ACh EC20, 100% = ACh EC100; activation, % at 3 µM; hit rate 0.3% among 360,000; AID 624038, 2012;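 active means activation above the run cutoff, the mean activation of all test compounds plus 3 SD, cut at about 18% in these data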
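Assay system: CHO-K1 hM5 cells / Incubation: Fluo-8 loading 80 min at 37 °C plus 30 min room temperature / Technique: Fluo-8 calcium dye fluorescence, kinetic read / Repeats: single replicate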
CHRM4 antagonist = human M4 muscarinic receptor antagonists, primary screen, CHO cells, Fluo-8 calcium fluorescence; Muscarinic acetylcholine receptor M4 (Homo sapiens), P08173; CHO-hM4 cells, ACh EC80; inhibition, % at 3 µM; hit rate 0.73% among 360,000; AID 624125, 2012;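 active means inhibition above its plate's cutoff, the mean inhibition of sample wells plus 3 SD, cut at about 27% in these data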;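 further: 0% = acetylcholine EC80 with DMSO and 100% = DMSO without agonist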
Target sequence (P08173 whole entry, looked up): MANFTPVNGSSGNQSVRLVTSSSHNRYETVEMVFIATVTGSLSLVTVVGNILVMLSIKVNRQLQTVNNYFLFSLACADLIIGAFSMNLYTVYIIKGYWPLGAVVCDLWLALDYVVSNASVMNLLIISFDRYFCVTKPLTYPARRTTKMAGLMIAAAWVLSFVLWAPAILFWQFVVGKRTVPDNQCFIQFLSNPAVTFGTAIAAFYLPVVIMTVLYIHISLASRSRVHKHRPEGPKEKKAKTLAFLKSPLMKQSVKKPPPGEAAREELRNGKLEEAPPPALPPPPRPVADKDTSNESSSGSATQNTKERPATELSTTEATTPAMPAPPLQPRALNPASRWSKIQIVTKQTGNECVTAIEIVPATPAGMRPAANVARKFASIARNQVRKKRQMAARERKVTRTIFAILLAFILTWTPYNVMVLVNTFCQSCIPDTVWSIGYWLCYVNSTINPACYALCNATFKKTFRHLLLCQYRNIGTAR
CHRM4 agonist = human M4 muscarinic receptor agonists, primary screen, CHO-K1 cells, Fluo-8 calcium fluorescence | Muscarinic acetylcholine receptor M4 (Homo sapiens), P08173 | CHO-K1 hM4/Gqi5; vehicle 0%, full acetylcholine response 100% | activation, % at 3 µM | hit rate 0.14% among 360,000 | AID 624127, 2012;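 active means activation above the run mean over all test wells plus 3 SD, cut at about 32% in these data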;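 further: peak over basal fluorescence ratio per well then scaled between controls; 0% = DMSO wells and 100% = acetylcholine at EC100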
CHRM5 agonist = human M5 muscarinic receptor agonists, primary screen, CHO-K1 cells, Fluo-8 calcium fluorescence | CHO-K1 hM5 cells; 0% DMSO wells, 100% maximal acetylcholine response | activation, % at 3 µM | AID 624037, 2012 | Muscarinic acetylcholine receptor M5 (Homo sapiens), P08912 | hit rate 0.19% among 360,000;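 active means activation above the run's mean over test compounds plus 3 SD, cut at about 23% in these data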;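 further: signal is peak over basal fluorescence ratio across the kinetic read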
M5 antag = human M5 muscarinic receptor antagonists, primary screen, CHO cells, Fluo-8 calcium fluorescence. CHO-hM5 cells, ACh EC80. inhibition, % at 3 µM. hit rate 0.59% among 360,000. AID 624040, 2012;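 active means inhibition above a per-plate cutoff, the mean of that plate's test compounds plus 3 SD, cut at about 27% in these data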;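 further: 0% = acetylcholine EC80 with DMSO and 100% = DMSO without agonist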
CHRM4 PAM = human M4 muscarinic receptor positive allosteric modulators, primary screen, CHO-K1 cells, Fluo-8 calcium fluorescence; AID 624126, 2012; Muscarinic acetylcholine receptor M4 (Homo sapiens), P08173; CHO-K1 hM4/Gqi5, ACh EC20; 0% = ACh EC20, 100% = maximal ACh; hit rate 0.4% among 360,000; activation, % at 3 µM;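 active means activation above its plate's cutoff, the mean activation of sample wells plus 3 SD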; further: some results filed as inactive read as strong as hits
CRFBP-R2 agonist = agonists of CRF-BP/CRF-R2 complex, primary screen, cell-based, HEK293, calcium dye fluorescence, uHTS | CRF-binding protein / CRF receptor 2 complex (human) | activation, % at 13.2 µM | AID 588473, 2011 | hit rate 0.46% among 350,000 | calcium dye fluorescence (FLIPR); percent of saturating CRF peptide response;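 active means activation of at least 50%, plus an integration ratio under a set limit after plate pattern correction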;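 further: plate controls were neutral control wells without compound for no effect and CRF at EC100 for full effect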
An asterisk follows results filed as active; / = not tested or not shown.

SMILES	CHRM1 PAM	CRFBP-R2 block	M5 PAM	CHRM4 antagonist	CHRM4 agonist	CHRM5 agonist	M5 antag	CHRM4 PAM	CRFBP-R2 agonist
COc1cccc(-c2nnc(SCC(=O)NCc3ccc4c(c3)OCO4)n2Cc2ccco2)c1	4	-2	9	11	3	2	-3	1	-3.0
O=[N+]([O-])c1cc([N+](=O)[O-])c2nonc2c1Nc1ccc(O)cc1	1	-4	8	4	0	3	4	-6	1.4
CCN(C(=O)Cn1ccc(C(F)(F)F)n1)c1c(N)n(Cc2ccccc2)c(=O)[nH]c1=O	6	-7	-2	3	2	2	6	9	0.6
CCOc1ccccc1-n1nnnc1SCC(=O)Nc1cc(C)on1	5	17	-5	-5	5	5	6	8	-3.5
COc1ccccc1CNC(=O)CCC(=O)N1Cc2cccc(OC)c2Oc2ncccc21	5	-1	5	4	1	0	-12	6	0.3
O=C(NCc1ccccc1)c1cc2ccc(O)cc2oc1=O	8	10	-7	8	0	0	6	-2	12
O=C(NCCSCc1ccco1)c1ccc(CN2CCOCC2)cc1	3	14	11	3	2	1	-6	0	-1.3
CCOc1ccc2nc(NC(=O)C3CCCN(S(=O)(=O)c4cccc5nonc45)C3)sc2c1 (configuration not stated)	4	-8	-3	-10	2	2	2	-2	-2.3
COCCN(C(=O)COC(=O)C1=COCCO1)c1c(N)n(Cc2ccccc2)c(=O)[nH]c1=O	8	-7	-12	8	0	-3	24	-2	1.2
O=C(CNC(=O)Cc1ccccc1)N=Nc1c(O)[nH]c2ccc(Br)cc12	8	-14	2	-3	0	-4	-3	2	-1.2
Cc1cc(OCC(=O)NNC(=O)c2cccnc2)cc(C)c1Cl	4	-6	-4	-15	3	-4	6	3	2.2
CC(C)(C)n1nnnc1C(c1cccs1)N(Cc1cccnc1)Cc1ccco1 (configuration not stated)	-19	-2	-48	26	-2	-16	70*	-17	-0.9
Cc1ccc(C(=O)N2CCN(c3ccc(C(F)(F)F)cn3)CC2)o1	-9	-9	4	7	9	-5	-1	0	-0.9
CN(c1ccccc1)S(=O)(=O)c1ccc(C(=O)Nc2nnc(C3=COCCO3)o2)cc1	10	18	-1	5	0	-2	-2	-7	0.8
COc1cc2ccccc2cc1C(=O)N(CCN(C)C)c1nc2c(F)cc(F)cc2s1	6	-7	1	-9	1	-6	-8	8	6.7
COc1ccc(NC(=S)NC(=O)c2ccc(Br)o2)cc1	1	-12	6	-6	0	-4	-11	-2	-1.0
Cc1cc(C)nc(SCC(=O)NCC2COc3ccccc3O2)n1 (configuration not stated)	12	4	-1	2	1	2	11	7	0.4
CC(C)NC(=O)N1Cc2cc(C(=O)NC3CCCCC3)nc(-c3cccc(-c4cccnc4)c3)c2[C@@H]1CCO	/	/	-13	6	11	3	12	-8	/
CCSC1=C(C#N)C(c2ccccc2C)CC(=O)N1 (configuration not stated)	2	4	0	-28	5	-1	-10	4	-2.0
Cc1ccc(OCc2nnc(SCC(=O)N3c4ccccc4Sc4ccc(Cl)cc43)o2)cc1	-2	39	-2	-5	0	-1	3	-1	0.5
COc1ccc(NC(=O)CCn2c(=S)[nH]c3ccccc3c2=O)cc1	13	44	4	-2	1	-3	-5	4	0.3
Cc1cccc(NC(=S)N2CCN(c3ccccn3)CC2)c1	9	0	5	9	2	-3	14	-2	-1.7
COc1ccc(CNC(=O)c2ccc(C(C)C)cc2)cc1	1	14	5	-6	0	-5	9	-1	-0.2
Cc1cc2c(cc1C)N(C(=O)CSc1nncn1C)C(C)(C)c1ssc(=S)c1-2	-31	-17	-23	11	-3	-7	34*	-11	-3.4
CC1CCC(CN2CCN=C2N(C)C)CC1 (configuration not stated)	-4	-2	-12	3	2	-11	6	-5	-0.6

Next part, starting with the last two of the part before.
SMILES	CHRM1 PAM	CRFBP-R2 block	M5 PAM	CHRM4 antagonist	CHRM4 agonist	CHRM5 agonist	M5 antag	CHRM4 PAM	CRFBP-R2 agonist
Cc1cc2c(cc1C)N(C(=O)CSc1nncn1C)C(C)(C)c1ssc(=S)c1-2	-31	-17	-23	11	-3	-7	34*	-11	-3.4
CC1CCC(CN2CCN=C2N(C)C)CC1 (configuration not stated)	-4	-2	-12	3	2	-11	6	-5	-0.6
CCOc1ccc(NC(=O)c2ccc(Cl)c(NC(=O)c3ccco3)c2)cc1	14	-11	-2	-3	1	1	4	1	0.6
CC(=O)Nc1sc(N/N=C\c2ccc(O)cc2)nc1-c1cccs1	15	21	0	3	0	0	0	4	-1.5
CC1CCCCC12NC(=O)N(CC(=O)N1CCc3ccccc3C1)C2=O (configuration not stated)	12	-9	3	-7	1	1	-5	11	3.7
CCSc1nc2ccccc2n1CC(=O)OC	4	6	-5	1	2	2	7	12	-1.5
COc1ccc(CC(=O)O/N=C(\N)Cc2ccc(OC)cc2)cc1	4	26	-5	-9	-2	-4	-7	14	-2.5
O=C(N/C(=C\c1ccc([N+](=O)[O-])cc1)C(=O)N1CCCCC1)c1ccc(Br)o1	0	-18	1	-2	1	-1	4	3	-1.6
COc1ccc(Br)cc1/C=C/C(=O)Nc1ccc2ccccc2c1	-3	-6	-8	-6	-1	-4	-7	-8	-0.4
COC(=O)Cn1cc([N+](=O)[O-])nc1C	12	-2	0	-1	1	0	-2	4	0.0
Cc1c(C)c2ccc(OC(C)C(=O)N[C@@H](Cc3c[nH]c4ccccc34)C(=O)O)c(C)c2oc1=O (some centres not stated)	9	4	4	-3	0	0	4	4	0.0
O=C1OCCC/C1=C\c1ccc2c(c1)OCO2	14	11	1	-15	1	-2	-4	1	0.7
CCCn1c(N2CCN(C(=O)Nc3ccccc3)CC2)nc2ccccc21	4	8	-5	-1	6	-3	10	-4	-1.6
CCOc1ccc(S(=O)(=O)NCCC(=O)NCC(c2ccc(F)cc2)N2CCOCC2)cc1 (configuration not stated)	13	5	6	-16	1	-4	-4	7	-0.8
COC(=O)NNC(=O)C1CCC(C)CC1 (configuration not stated)	-3	0	5	-1	0	-2	1	0	-4.2
COc1ccccc1N1CCN(S(=O)(=O)c2ccccc2)CC1	6	23	1	10	0	-3	7	4	-0.9
CN(C)CC(O)c1ccc(C=Cc2ccc(Cl)cc2)cc1 (configuration not stated)	-7	-1	-14	22	12	-7	14	-6	5.7
Cc1cc(NC(=O)c2ccccc2)sc1C	10	12	2	-6	0	-5	7	2	0.7
COc1ccc(Cl)cc1-c1nc(-c2ccncc2)no1	-2	14	3	-6	0	-2	-3	0	0.3
COC(=O)c1cc(NS(=O)(=O)c2ccc(C)c3ccccc23)ccc1N1CCOCC1	11	5	-4	-13	3	5	2	-5	-0.5
COc1ccc(C(=O)Nc2cc(OC)ccc2OC)cc1	7	-4	-2	-1	0	-5	4	8	-1.8
COc1ccc(C2SCC(=O)N2c2ccc(OC)cc2)cc1 (configuration not stated)	7	3	-5	2	0	-6	9	-3	-0.8
O=C(CSc1cccc[n+]1[O-])c1ccc(Cl)cc1	11	13	6	4	1	-4	1	8	0.6
O=C(NCCc1ccccc1)C1CCCN1C(=O)Nc1ccccc1 (configuration not stated)	3	-11	1	-11	1	-9	-6	4	0.2
Cc1cccc(N2CCN(C(=O)c3ccc4c(c3)OCCO4)CC2C)c1 (configuration not stated)	-1	-4	2	7	1	3	6	-5	-0.2
COc1ccc(C2C3C(=O)N(N(C)c4ncc(C(F)(F)F)cc4Cl)C(=O)C3ON2C)cc1 (configuration not stated)	9	-12	12	-7	1	-2	-23	8	0.7
Cc1ccc(C2CC(c3ccccc3)=NN2C(=O)CSc2nnc(-c3ccncc3)n2C)o1 (configuration not stated)	-8	-27	0	5	0	0	2	-5	-1.1

Exported with two lines to a compound: 4 of the compounds above
The line under a structure holds: CHRM1 PAM | CRFBP-R2 block | M5 PAM | CHRM4 antagonist | CHRM4 agonist | CHRM5 agonist | M5 antag | CHRM4 PAM | CRFBP-R2 agonist
- O=C(N/C(=C\c1ccc([N+](=O)[O-])cc1)C(=O)N1CCCCC1)c1ccc(Br)o1
    0 | -18 | 1 | -2 | 1 | -1 | 4 | 3 | -1.6
- COc1ccc(Br)cc1/C=C/C(=O)Nc1ccc2ccccc2c1
    -3 | -6 | -8 | -6 | -1 | -4 | -7 | -8 | -0.4
- COC(=O)Cn1cc([N+](=O)[O-])nc1C
    12 | -2 | 0 | -1 | 1 | 0 | -2 | 4 | 0.0
- Cc1c(C)c2ccc(OC(C)C(=O)N[C@@H](Cc3c[nH]c4ccccc34)C(=O)O)c(C)c2oc1=O (some centres not stated)
    9 | 4 | 4 | -3 | 0 | 0 | 4 | 4 | 0.0

The list goes on:
SMILES	CHRM1 PAM	CRFBP-R2 block	M5 PAM	CHRM4 antagonist	CHRM4 agonist	CHRM5 agonist	M5 antag	CHRM4 PAM	CRFBP-R2 agonist
O=C(Nc1ccc(Oc2ccc3ccccc3c2)cc1)c1ccco1	-3	12	-18	-1	4	-1	7	-11	4.6
COc1cccc(CN2CCN(CCc3ccccc3)C(CCO)C2)c1OC (configuration not stated)	8	4	-1	0	2	-7	0	3	-2.2
CC1CC(=O)c2ccccc2C1C (configuration not stated)	4	-13	-6	1	0	3	7	-2	1.0
Cc1cc(=O)n2nc(N3CCCC3C(=O)Nc3ccc(C(C)C)cc3)sc2n1 (configuration not stated)	10	-32	-10	-14	0	-1	11	13	-2.9
Cc1c(Cl)cccc1-n1c(SCC(=O)N2CCC(C(=O)O)CC2)nnc1-c1ccncc1	-1	3	-4	6	0	-4	10	-2	1.2
COc1ccccc1CN(Cc1cc2cc(C)ccc2[nH]c1=O)Cc1nnnn1CC1CCCO1 (configuration not stated)	-2	9	-5	7	4	1	-2	-2	-2.6
O=C(O)C1C2CCCCC2=C2CCCCC2C1C(=O)Nc1nccs1 (configuration not stated)	11	-28	-1	-9	0	5	-2	6	-1.3

2 entries drawn at random from the list so far:
SMILES	CHRM1 PAM	CRFBP-R2 block	M5 PAM	CHRM4 antagonist	CHRM4 agonist	CHRM5 agonist	M5 antag	CHRM4 PAM	CRFBP-R2 agonist
COC(=O)Cn1cc([N+](=O)[O-])nc1C	12	-2	0	-1	1	0	-2	4	0.0
Cc1ccc(C(=O)N2CCN(c3ccc(C(F)(F)F)cn3)CC2)o1	-9	-9	4	7	9	-5	-1	0	-0.9
